Rac1 GTP hydrolysis: MgcRacGAP GTPase-activating activity inhibitors, confirmation, biochemical, ADP Hunter fluorescence; Rac GTPase-activating protein 1 (Homo sapiens); MgcRacGAP-stimulated Rac1 GTP hydrolysis, ADP Hunter fluorescence; higher % means a stronger effect; GST-tagged Rac1 F28L mutant substrate; one-dose inhibition, % at 30 µM; IC50 in µM for titrated hits; actives 0.6% (n = 340,000); AID 624330, 2012;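 active = first-screen hits whose inhibition reached a set limit at any dose in the follow-up dose series; inconclusive = inhibition above the set first-screen limit but never retested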;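 note: fluorescence reports GDP produced by GAP-driven GTP hydrolysis; strong numbers were not always called active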
PhoP inhibition: inhibitors of PhoP regulon expression, primary screen, Salmonella Typhimurium, GFP reporter (AID 1863); S. Typhimurium PhoP-regulated promoter GFP reporter, 4 h; higher % means a stronger effect; one-dose inhibition, % at 50 µM; IC50 in µM for titrated hits; actives 0.16% (n = 300,000);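 active = inhibition over 29.93%, a cutoff 3 SD above the screen mean, later confirmed by dose response; inconclusive = inhibition over 29.93% but no dose response follow-up; inactive = inhibition at most 29.93% or unconfirmed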;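 note: 0% = low Mg2+ inducing control and 100% = high Mg2+ repressing control; strong numbers were not always called active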
NTR1 agonist: agonists of NTR1, primary screen, imaging, U2OS cells, beta-arrestin-GFP, high content (AID 493036) | Neurotensin receptor type 1 (Homo sapiens), P30989 | NTR1-U2OS beta-arrestin-GFP spot imaging, agonist mode | activation, % at 20 µM | actives 0.17% (n = 330,000);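 active = activation at or above 40% of the spot to cytoplasm intensity ratio, with at least 20 cells analyzed; inconclusive = wells under 20 cells, flagged as cytotoxic or low count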;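 note: 0% = DMSO without peptide and 100% = 100 nM NTR1 peptide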
Target sequence (P30989 whole entry, looked up): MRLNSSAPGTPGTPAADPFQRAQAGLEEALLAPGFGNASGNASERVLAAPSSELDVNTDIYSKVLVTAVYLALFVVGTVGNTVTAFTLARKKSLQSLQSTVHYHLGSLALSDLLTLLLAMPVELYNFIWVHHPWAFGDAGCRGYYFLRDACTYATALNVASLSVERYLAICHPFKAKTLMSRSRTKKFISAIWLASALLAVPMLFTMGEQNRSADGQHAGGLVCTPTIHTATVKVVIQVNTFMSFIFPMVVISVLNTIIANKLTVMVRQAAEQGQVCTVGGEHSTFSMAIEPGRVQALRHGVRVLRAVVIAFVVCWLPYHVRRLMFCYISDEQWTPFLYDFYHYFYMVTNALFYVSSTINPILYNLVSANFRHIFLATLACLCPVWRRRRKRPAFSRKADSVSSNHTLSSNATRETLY
RSV antiviral HEp-2: RSV antiviral activity via CPE protection, HEp-2 cells, primary 10 µM value included (AID 2391); HEp-2 cells, RSV-induced CPE inhibition; higher % means a stronger effect; CPE inhibition, % at 10 µM; hits with a dose series show IC50 in µM; actives 0.13% (n = 310,000); in the data active = a potency from the dose series; inconclusive = CPE inhibition mostly from about 23% at the one dose, without a potency; inactive = the rest, 99 in 100 with CPE inhibition below about 21%; note: strong numbers were not always called active
Large T inhibition: SV40 large T antigen inhibitors, biochemical (AID 1903). inhibition, % at 20 µM, or IC50 in µM where a hit was titrated. SV40 large T antigen ATPase/helicase inhibition assay; higher % means a stronger effect. actives 0.39% (n = 310,000); in the data active = a potency from the dose series; inconclusive = inhibition mostly from about 32% at the one dose, without a potency; inactive = the rest, 99 in 100 with inhibition below about 32%; note: strong numbers were not always called active
Myeloid diff 2: induction of myeloid progenitor differentiation, primary screen, cell-based, flow cytometry, MLPCN library; AID 624256, 2012; actives 1% (n = 360,000); ER-HoxA9 myeloid progenitors, lysozyme-GFP differentiation; calls only at 10 µM;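 active = normalized GFP-positive differentiation at or above the plate's own cutoff, the solvent-only control mean plus 3 SD; inconclusive = no clear call, values can overlap the other calls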;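 note: cells exposed to compound for four days before flow analysis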
K1F lysis inhibition: inhibition of K1F phage lysis, E. coli UTI89, bacterial capsule biogenesis inhibitors, alamar blue (AID 488966); E. coli UTI89 K1F phage lysis, alamar blue, 2 h; higher % means a stronger effect; inhibition, % at 100 µM; hits with a dose series show IC50 in µM; actives 0.02% (n = 340,000);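 active = phage lysis inhibition, versus mean bacterial control, above a set limit; inconclusive = no clear call, values can overlap the other calls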;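 note: capsule biogenesis inhibitors block K1F phage lysis so surviving cells raise fluorescence; higher fluorescence means more inhibition of phage lysis; actives were called in the ten point dose series up to 300 µM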
TNAP activation fold: human TNAP enzyme activators, primary screen, biochemical, luminescent, no phosphate acceptor, uHTS (AID 1001) | Alkaline phosphatase, tissue-nonspecific isozyme (Homo sapiens) | one-dose activation fold at 20 µM; EC50 in µM for titrated hits | actives 0.03% (n = 200,000) | purified TNAP, luminescent activation assay, no phosphate acceptor; higher activation fold means a stronger effect; in the data active = activation fold from about 3, or a potency from the dose series; inactive = the rest, 99 in 100 with activation fold below about 1.6; note: many of its hits are not listed in these tables
T cell HTS: modulators of CD8 T cell-vesicle binding, primary screen, mouse 2C CD8+ T cells, flow cytometry; calls only at 7 µM; actives 0.068% (n = 330,000); AID 2052, 2009; 2C CD8+ T cell-vesicle binding; active compounds read low;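 active = response, share of CD8 T cells binding vesicles, and their 90th percentile fluorescence all below set limits, cut at about 80% in these data, passing the limit was not always enough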
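Material: 2C TCR transgenic mouse naive CD8+ T cells, MACS-purified. Also added: QL9-charged Drosophila Ld/ICAM-1/B7-1 vesicles. Timing: binding 1.5 h at 37 °C. Measured by: high-throughput flow cytometry with anti-B7-1 and anti-CD8 staining. Read-out: percent CD8+ FL2 mean versus row control. Controls: Unloaded micro-vesicles (low), QL9 vesicles with 0.7% DMSO (high).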
T cell HTS vesicle-bound %: also measured in T cell HTS; calls as there; double positive events, %; measured here: CD8+ vesicle-bound cell fraction;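 binding gate set so that unloaded-vesicle control wells show 10% double positive cells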
NTR1 agonist cell count 20 µM: further read-out of NTR1 agonist, marked with its call; cell count; measured here: cell count, cytotoxicity flag
Myeloid diff 2 GFP+ MAC1+ %: further read-out of Myeloid diff 2, marked with its call; GFP+ MAC1+ double positive, %; measured here: differentiation confirmed by MAC1 staining
Active calls of the source: *; i = inactive; ? = inconclusive; . = no result given; [ ] = dose if it differs, or a comment. Rows are unselected. Share with any hit: about 2.3%.

SMILES	Rac1 GTP hydrolysis	PhoP inhibition	NTR1 agonist	NTR1 agonist cell count 20 µM	RSV antiviral HEp-2	Large T inhibition	Myeloid diff 2	Myeloid diff 2 GFP+ MAC1+ %	K1F lysis inhibition	TNAP activation fold	T cell HTS	T cell HTS vesicle-bound %
O=C(NCC(c1cccs1)N1CCOCC1)c1ccc(Cl)cc1 (centres undefined)	0%	6%	2.6	87	-1.8%	21%	i	0.6	0.4%[50 µM]	.	i	34
CC(C)CN(C(=O)CN1CCOCC1)c1c(N)n(CC(C)C)c(=O)[nH]c1=O	16%	3%	-1.3	57	1.0%	4%	i	0.2	0.5%	1.1	i	48
Cc1ccc2nc(Nc3ccccc3O)nc(-c3ccccc3)c2c1	3%	0%	5.5	77	1.3%	1%	i	3.0	2.0%[50 µM]	1.1	i	26
COc1ccccc1/C=N/NC(=O)c1ccccc1Cl	11%	-10%	-1.1	88	1.4%	4%	i	0.9	0.0%	1.1	i	38
O=C(Nc1nccs1)c1ccc(COc2c(F)c(F)cc(F)c2F)cc1	1%	8%	4.5	85	13%	1%	i	0.4	0.3%	.	i	46
O=C(O)CSc1nnc(CNc2cccc(C(F)(F)F)c2)n1Cc1ccco1	11%	-1%	-0.6	75	0.5%	28%	i	0.7	0.2%	1.1	i	0
C=CCNCCOc1ccccc1-c1ccccc1	5%	23%	1.3	53	1.4%	6%	i	0.1	-0.2%	1.2	i	16
O=C(/C=C/c1ccccc1)NC(=S)Nc1ccccc1O	12%	6%	-1.1	74	3.0%	1%	i	2.2	5.0%[50 µM]	.	i	11
CCCC(C)C(=O)Nc1cc(S(=O)(=O)N2CCCCC2)ccc1N1CCOCC1 (centres undefined)	5%	.	0.4	50	-0.7%	.	i	0.6	0.8%[50 µM]	.	i	32
C/C(=N/NC(=O)c1ccc(C(C)(C)C)cc1)c1ccccn1	-3%	.	2.6	46	11%	13%	?	.	-2.1%	.	i	13
CC(C(=O)N1CCCC1)c1ccc([N+](=O)[O-])cc1 (centres undefined)	10%	3%	-2.8	94	0.9%	-4%	i	0.4	0.1%	1.2	i	50
COc1ccc(S(=O)(=O)Nc2ccccc2OC)cc1NC(=O)Cc1cccs1	13%	5%	-1.5	52	3.0%	11%	i	0.9	0.6%	0.9	i	52
COc1cc(SC)ccc1C(=O)N1CCN(c2ccccc2)CC1	.	7%	0.0	86	0.8%	3%	i	0.2	.	1.1	i	52
Cc1nc(N)nc(Cl)c1Cc1ccc(Cl)cc1	-2%	2%	1.2	21	1.8%	7%	i	0.4	-3.2%	1	i	38
Cc1ccc(CN(C)CC(=O)Nc2ccc3c(c2)CCC3)cc1	4%	2%	5.8	46	1.9%	-4%	i	0.5	0.7%	1.2	i	24
CCCCC1(C(=O)OCC)CC(CSC(=N)N)OC1=O (centres undefined)	6%	0%	-1.8	75	1.9%	3%	i	0.6	2.4%	0.9	i	42
N#CC1=C(Nc2ccccc2)SC=C(c2ccc(Cl)c(Cl)c2)N=C1N1CCOCC1	-4%	-20%	0.0	63	0.8%	3%	i	0.0	-0.6%[50 µM]	1	i	46
Cc1cc2c(n1-c1ccc(Br)cc1)CC(C)(C)CC2=O	5%	14%	-0.4	95	0.2%	2%	i	1.1	0.7%	0.9	i	23
CCCCN(CCCC)S(=O)(=O)c1ccc(OC)c2ncccc12	15%	9%	0.9	56	3.2%	2%	i	0.6	0.3%	1.1	i	40
CCOc1ccc(-n2c(Cc3cc(=O)[nH]c(=O)[nH]3)nnc2SCC)cc1	3%	-4%	-2.1	92	0.4%	-2%	i	0.7	0.0%	1	i	41
O=C(CSc1nc2ccccc2c(=O)[nH]1)Nc1ccc(Br)cc1	9%	8%	3.1	63	0.5%	-17%	i	0.6	0.1%[50 µM]	.	i	20
O=C(N/N=C1\CCSc2ccc(F)cc21)c1cccnc1	4%	-6%	0.0	34	1.2%	3%	i	0.4	0.0%	1.1	i	33
O=C(NCc1cc(C(F)(F)F)cc(C(F)(F)F)c1)C1CC(c2c(Cl)cccc2Cl)=NO1 (centres undefined)	-1%	-1%	7.0	91	9.8%	14%	i	0.9	0.2%	1	i	52
O=C(Nc1ccccn1)NC12CC3CC(CC(C3)C1)C2	-3%	2%	4.2	57	0.9%	19%	i	0.8	-1.3%[50 µM]	1.1	i	50
CCOC(=O)c1c(C)nc2c(c1-c1cc(OC)c(OC)c(OC)c1)C(=O)c1ccccc1-2	3%	2%	2.1	81	2.8%	0%	i	0.3	0.3%	1	i	39
CCCCCCN1C(=O)CC(NC(=O)OCC2c3ccccc3-c3ccccc32)C/C=C\C1C(C)C (centres undefined)	6%	.	1.1	51	.	.	i	2.7	-0.1%	.	.	.
C#CCOc1ccccc1CNC1CCN(Cc2ccccc2)CC1	65µM*	16%	-1.0	62	-4.1%	0%	i	0.2	0.2%	.	i	54
O=C(CN1CCN(S(=O)(=O)c2ccccc2[N+](=O)[O-])CC1)NC(=O)NCc1ccco1	5%	-8%	1.1	43	2.3%	3%	i	0.5	-0.3%	1.1	i	54
O=C(O)c1cc(S(=O)(=O)N2CCCCC2)ccc1N1CCCC1	2%	.	-1.9	70	.	.	i	0.1	0.1%[50 µM]	.	i	51
COc1ccc(CSc2nnnn2-c2ccc(C(=O)O)cc2)cc1	9%	-2%	0.3	43	0.4%	4%	i	0.5	2.3%[50 µM]	.	i	22
COc1ccccc1NC(=O)C1=C(C)Nc2nc(CCCO)nn2C1c1ccc2c(c1)OCO2 (centres undefined)	0%	6%	0.8	57	1.0%	5%	i	1.3	0.2%	1.1	.	.
CC(=O)N1CCCN(Cc2nc(C3(c4ccc(C)cc4)CCCC3)no2)CC1	0%	-8%	2.1	53	0.8%	5%	i	0.4	0.3%	1	i	4
CCOc1ccc(S(=O)(=O)N2CCN(CC)CC2)cc1NC(=O)c1ccccc1F	1%	7%	1.3	61	1.1%	3%	i	3.4	0.7%	.	i	26
Cc1nn(C)c(Oc2ccccc2)c1CCNS(=O)(=O)c1ccc(F)cc1	2%	11%	-0.4	76	?	1%	i	0.9	0.2%	0.9	i	61
Cc1ccc(S(=O)(=O)CCC(=O)OCC(=O)NC(=O)c2ccccc2)cc1	1%	-7%	1.2	80	-1.8%	3%	i	0.5	0.2%[50 µM]	.	i	22
Cc1nnc(SCC(=O)N(C2CCCCC2)C2CCS(=O)(=O)C2)n1C (centres undefined)	4%	.	1.4	90	0.6%	.	i	0.6	0.3%[50 µM]	.	i	51
CC1CCN(c2c(NCc3ccc(C(=O)NCCc4ccc(Cl)cc4)cc3)c(=O)c2=O)CC1	-1%	9%	0.3	56	7.1%	-14%	i	1.4	0.2%	1	i	42
CC(=O)Nc1nnc(C)s1	10%	-1%	-2.4	38	4.3%	7%	i	3.1	-1.7%	1.1	i	32
COc1ccc(NC(=O)c2ccc(OC)c(S(=O)(=O)N3CCCCC3C)c2)cn1 (centres undefined)	7%	.	-0.2	66	2.7%	.	i	1.0	0.9%[50 µM]	.	i	32
CC(=O)Nc1ccc(NC(=O)CSc2nnc(-c3ccccc3)n2Cc2ccc3c(c2)OCO3)cc1	5%	3%	-1.0	44	1.0%	11%	i	6.9	2.2%	1.1	i	18
COc1ccc(C(=O)NCCn2cc(SCC(=O)N3CCOCC3)c3ccccc32)cc1	0%	-8%	0.4	56	1.3%	0%	i	0.6	-2.4%	1	i	38
O=C(NCc1ccccc1)C1=C[C@@H](c2csc3ccccc23)C[C@@H](OCCCCO)O1	.	10%	4.1	66	4.3%	2%	.	.	.	1	i	15
O=C(ONc1ccc(N=NC(=O)c2ccccc2O)cc1)c1ccccc1	6%	-4%	8.0	49	0.4%	19%	i	4.9	73µM*	0.7	i	26
Nc1cc(Cl)ccc1C(=O)OCC(=O)NC1CCCCCCC1	3%	.	1.6	54	1.1%	.	i	0.4	0.6%[50 µM]	.	i	24
Cn1c(C=O)c(-c2ccc3c(c2)OCCO3)c2ccccc21	1%	.	5.2	66	4.1%	.	i	2.3	-0.2%	.	i	40
CC(=O)c1cc(Cl)ccc1OC(=O)c1ccco1	12%	23%	0.5	49	0.4%	24%	i	2.2	0.7%[50 µM]	1	i	33
N#Cc1nc(COc2ccccc2)oc1N1CCCCCC1	-3%	2%	-4.4	52	-1.1%	4%	i	2.5	0.1%	1.2	i	39
N#C/C(=C\N1CCOCC1)C(N)=O	.	-9%	-1.0	55	-0.1%	3%	i	0.7	.	.	i	39
Nc1cc(-c2ccccc2)n2c(n1)nc1ccccc12	6%	-6%	1.1	62	2.1%	7%	i	0.0	1.2%	.	i	38
Cn1cc(Cl)c(C(=O)NC(=S)Nc2sc3c(c2C#N)CCCCC3)n1	11%	-20%	0.8	77	16%	7%	i	0.9	-0.2%	1	i	59
Cc1ccsc1/C=C1\SC(N2CC(C)OC(C)C2)=NC1=O (centres undefined)	-4%	3%	1.4	40	1.9%	9%	i	0.6	2.3%[50 µM]	1.1	i	5
CN(Cc1cccs1)C(=O)CN1C(=O)c2ccccc2S1(=O)=O	5%	.	-0.2	59	1.5%	.	i	0.6	1.1%[50 µM]	.	i	34
CCC(=O)Oc1oc(-c2ccccc2)nc1C=Nc1ccc(C)cc1	5%	-13%	2.4	55	.	31%	i	0.6	0.8%	.	i	24
COc1cc(CCCN2CCNC[C@H]2Cc2cccc3ccccc23)cc(OC)c1OC	9%	.	2.6	58	.	.	i	2.2	-1.0%	.	i	19
O=C(NCCCN1CCOCC1)c1cc(Cl)ccc1OCc1ccccc1	-6%	4%	-1.1	63	-0.3%	3%	i	0.5	2.7%[50 µM]	.	i	7

Source: PubChem BioAssay (several laboratories)
